Giardia killer: kills Giardia lamblia. Giardia lamblia trophozoite viability. activity change, % at 7.66 µM, hits read low. actives 0.15% (n = 340,000). AID 540267; in the data active means activity change below about -80%; inconclusive means between about -30% and that limit;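 further: parasites exposed to compound for two days anaerobically before the ATP read; on the % scale 0 is the no-effect control and ±100 the full control effect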
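Giardia trophozoites, 100 cells per well, were exposed to compounds for 48 hrs at 37 deg C under anaerobic conditions; viability was then read as ATP content by bioluminescence after 15-30 min at room temperature.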
KCNH2 3.1 inh: blocks the human KCNH2 3.1 channel isoform. U2OS KCNH2 3.1, thallium flux FluxOr; hits give low values. activity change, % (tested at about 1.8 µM). actives 0.95% (n = 340,000). AID 720553;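 active means maximum activity change below -70%; inconclusive means maximum activity change from -70% to -50%; inactive means maximum activity change above -50%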;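 further: thallium influx rate constant from kinetic fluorescence after stimulation buffer; on the % scale 0 is the no-effect control and ±100 the full control effect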
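We transduce U2OS cells with the mutant 3.1 virus, culture them overnight, load FluxOr with Red40 quencher for 45 min, then add stimulation buffer and read kinetically for 2 min to derive a normalized rate constant.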
PKM2 act: activators of human pyruvate kinase M2 | P14618 | purified PKM2, Kinase-Glo ATP luminescence, activation; response scale: 0% is enzyme alone, no compound | Potency, µM (highest dose often 57.5 µM), without a hit: at the highest dose activation, actives largely listed as activators | actives 0.34% (n = 260,000) | AID 1631; further: potency means the concentration at half of the fitted maximal effect; on the % scale 0 is the no-effect control and ±100 the full control effect; nearly all actives have a fitted effect of over 55% in size
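Purified hPK-M2 (>95%) run at intermediate activity with 0.1 mM ADP and 0.5 mM PEP in 50 mM imidazole pH 7.2, KCl, MgCl2; 1 h room temperature. ATP formed read by Kinase-Glo luminescence; normalized to uninhibited and no-enzyme controls.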
Menin-MLL TR inh: displaces Texas Red mutant MLL peptide from human menin; AID 1768; Potency, µM (doses to about 61.6 µM), for the others: at the highest dose FP activity change, negative = inhibition, most hits filed as inhibitors; actives 0.23% (n = 270,000); Menin + Texas Red MLL mutant peptide, fluorescence polarization; O00255; active means well fitted inhibition curve with a large enough effect in the polarisation, with a control signal flat, not every such curve was filed as active; inconclusive means small, poorly fitted or top-dose-only effect, or effect the other way, or a change in a side signal; inactive means no such curve, though single readings can be large or run the other way; the % refers to the polarisation; further: potency means the concentration at half of the fitted maximal effect; % of control where 0% means no effect; many of its hits are not listed in these tables
GALK inh: blocks human galactokinase activity | Potency, µM (top dose mostly 57.5 µM), inactives show at the top dose activity change, negative = inhibition, hits mostly inhibitors | actives 0.007% (n = 270,000) | AID 1868 | Purified GALK, Kinase-Glo residual ATP luminescence | P51570; further: potency means the concentration at half of the fitted maximal effect; on the % scale 0 is the no-effect control and ±100 the full control effect
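Compounds were pin-transferred into ATP buffer (35 uM final), then GALK plus galactose (5 nM, 100 uM final) was added. After 1 h at room temperature, Kinase-Glo Plus was added and luminescence read after 10 min.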
TRPV1 ag: agonists of human vanilloid receptor 1 (TRPV1); Q8NER1; TRPV1-expressing cells, Fluo-8 calcium influx, agonist mode; activation, % at 8.33 µM; actives 0.19% (n = 320,000); AID 540275; in the data active means activation above about 80%; inconclusive means between about 30% and that limit; further: 0% is about no effect
Target sequence (Q8NER1 whole entry, looked up): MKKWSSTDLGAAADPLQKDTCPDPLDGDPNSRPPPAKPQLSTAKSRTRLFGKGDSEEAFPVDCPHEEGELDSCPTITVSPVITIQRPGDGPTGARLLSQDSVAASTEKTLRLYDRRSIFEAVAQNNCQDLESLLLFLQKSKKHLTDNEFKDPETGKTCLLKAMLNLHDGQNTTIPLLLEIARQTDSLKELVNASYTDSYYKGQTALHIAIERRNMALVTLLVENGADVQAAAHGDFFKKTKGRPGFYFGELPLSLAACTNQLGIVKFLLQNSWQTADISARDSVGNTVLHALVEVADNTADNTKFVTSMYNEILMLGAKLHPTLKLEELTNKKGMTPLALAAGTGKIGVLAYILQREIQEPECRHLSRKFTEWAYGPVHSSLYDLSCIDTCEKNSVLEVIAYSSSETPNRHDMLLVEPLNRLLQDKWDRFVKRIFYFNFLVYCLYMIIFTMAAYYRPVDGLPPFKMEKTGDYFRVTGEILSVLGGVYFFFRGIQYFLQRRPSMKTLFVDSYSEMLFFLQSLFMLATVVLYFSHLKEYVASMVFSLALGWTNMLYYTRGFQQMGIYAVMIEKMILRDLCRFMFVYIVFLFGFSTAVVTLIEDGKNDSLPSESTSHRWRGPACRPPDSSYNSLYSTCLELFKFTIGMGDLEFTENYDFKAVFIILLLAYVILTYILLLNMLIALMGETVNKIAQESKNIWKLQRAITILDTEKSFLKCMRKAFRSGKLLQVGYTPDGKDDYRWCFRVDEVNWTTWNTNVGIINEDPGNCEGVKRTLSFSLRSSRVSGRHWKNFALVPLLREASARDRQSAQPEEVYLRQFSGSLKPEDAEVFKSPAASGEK
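Fluo-8 calcium influx in TRPV1-expressing cells, kinetic read (ex 480/em 520 nm). Compound added and read 3 min for agonist activity, followed by capsaicin at EC20 final and 2 min further read for enhancement.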
MLL CXXC-DNA inh: MLL CXXC-DNA interaction inhibition; Q03164; MLL-CXXC / FITC-HOXA9 DNA fluorescence polarization; Potency, µM (doses to about 115 µM), for inactives: top-dose activity change, negative = inhibition, hits mostly inhibitors; actives 0.037% (n = 290,000); active means well fitted inhibition curve with a large enough effect in the polarisation, with a control signal flat, not every such curve was filed as active; inconclusive means small, poorly fitted or top-dose-only effect, or effect the other way, or a change in a side signal; inactive means no such curve, though single readings can be large or run the other way; the % refers to the polarisation; further: potency means the concentration at half of the fitted maximal effect
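Fluorescence polarization: 7 uM MLL-CXXC (stock) preincubated 5 min with compounds, then 50 nM fluorescein-HOX-A9 DNA (stock) added; 30 min ambient. Buffer 50 mM Tris-HCl pH 7.5, 50 mM NaCl, 1 mM DTT, 0.05% BSA.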
hERG WT inh: blocks the wildtype human KCNH2 potassium channel; Q12809; U2OS, BacMam KCNH2, thallium flux FluxOr; hits give low values; activity change, % at 1.84 µM; actives 0.37% (n = 340,000);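 active means maximum activity change below -70%; inconclusive means maximum activity change between -70% and -50%; inactive means maximum activity change above -50%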; further: on the % scale 0 is the no-effect control and ±100 the full control effect
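U2OS cells were transduced with wild-type KCNH2 virus (2.03 x 10^8 / mL) for 4 h at room temperature, then cultured overnight at 37 C. Thallium flux was read with FluxOr dye. Rate constants were normalized to DMSO controls.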
FBPA coupling cs: counter-screen for Giardia aldolase inhibitors: coupling enzyme system; coupling enzyme system counterscreen, AmpLite Red fluorescence; activity change, negative = inhibition, % at 58.2 µM, hits read low; actives 0.67% (n = 290,000); AID 2472; in the data active means activity change below about -30%; further: on the % scale 0 is the no-effect control and ±100 the full control effect
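Counterscreen lacking aldolase: glyceraldehyde-3-phosphate coupling-enzyme reagent preincubated 10 min at RT with compound (at 57.5 uM final), then substrate/coupling system with AmpLite Red added; fluorescence read at 525/598 nm after 20 min RT.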
B2AR arrestin: recruits beta-arrestin to the human beta2-adrenergic receptor; P07550; beta-arrestin recruitment to beta2AR, cell-based reporter; Potency, µM (doses to about 46.1 µM), for the others: at the highest dose activation, usual class: activators; actives 0.02% (n = 330,000); AID 492947;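 further: potency means the concentration at half of the fitted maximal effect; 0% = DMSO controls and full agonism = EC100 isoproterenol or metaproterenol; nearly all actives have a fitted effect of over 65% in size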
USP2a block: USP2a (human) protease inhibition; O75604; AID 463254; Potency, µM (highest dose often 38.3 µM), inactives show at the highest dose activity change, negative = inhibition, actives largely listed as inhibitors; USP2 core, Ub-CHOP2 coupled fluorogenic reporter, 485/531; actives 0.01% (n = 330,000);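 further: potency means the concentration at half of the fitted maximal effect; plate controls were DMSO wells for no effect and full inhibition by NEM control for full effect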
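Cell-free coupled assay: 10nM USP2 core preincubated 30min RT with compound in Tris-HCl pH 8.0/CaCl2/CHAPS buffer, then 25nM Ub-CHOP2 and 25nM reporter substrate; fluorescence (Ex 485/Em 531) read after 60min RT, normalized to NEM inhibition, concentration-response curves fitted.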
The depositor's hits bear a star; ? = inconclusive; nt = no result given; [ ] = another dose, or the depositor's remark. Unless noted, the call rests on the fitted dose curve; in most records, active means well fitted curve in the direction sought with a large enough effect; inconclusive means small, poorly fitted or top-dose-only effect, or another doubt; inactive means no such curve, though single readings can be large; an effect the other way counts as inactive or inconclusive. An excerpt; the hit share may differ from the screen's.

SMILES | Giardia killer | KCNH2 3.1 inh | PKM2 act | Menin-MLL TR inh | GALK inh | TRPV1 ag | MLL CXXC-DNA inh | hERG WT inh | FBPA coupling cs | B2AR arrestin | USP2a block
Cc1cc2oc3c(c(=O)c2cc1C)C(c1ccc(F)cc1)N(CCCN1CCOCC1)C3=O (stereo not given) | -18 | 8 | 2% | -22% | -1% | -2 | -1% | -30 | -1 | 0.2% | -3%
Cc1ccc(C(C)C)c(OCCN2C(=O)NC(C)(C)C2=O)c1 | 6 | 8 | 1% | -2% | 0% | 28 | 1% | -2 | 1 | -0.2% | -1%
Cc1ccccc1OCCc1c(C)[nH]c(=S)[nH]c1=O | -18 | -11 | 21% | 17% | -2% | -1 | 0% | -10 | 1 | 0.0% | -3%
O=C(Cc1cccs1)Nc1ccccc1NC(=O)Cc1cccs1 | -5 | 13 | -2% | -3% | -3% | 4 | 5% | -11 | 2 | -0.2% | 2%
CON(C)C(=O)CC(CNC(=O)OC(C)(C)C)c1ccc(Cl)cc1 (stereo not given) | 8 | 7 | nt | nt | nt | nt | nt | -7 | nt | -0.9% | 1%
O=C(CN1CCN(c2ccccn2)CC1)NCCc1ccccc1 | -10 | 1 | 0% | -5% | 2% | 3 | -5% | 5 | 8 | 0.2% | 2%
CCN(C[C@H]1N[C@@](C)(C(=O)OC)[C@H]2C(=O)N(Cc3ccccc3)C(=O)[C@@H]12)C(=O)Nc1ccc(Cl)cc1 | 3 | -31 | nt | nt | nt | nt | nt | 4 | nt | -1.1% | 0%
CC(C)COC(=O)n1c(=O)oc2cc(S(=O)(=O)N3CCCCC3)ccc21 | 17 | -1 | 0% | -8% | 0% | 15 | 6% | -9 | 3 | -0.7% | 2%
COc1ccc(C(=O)C2CCCN(C(=O)c3ccc(C(C)=O)s3)C2)c(C)c1 (stereo not given) | 24 | 0 | -10% | -26% | nt | 16 | 0% | -15 | 3 | 0.0% | 0%
O=C(Nc1ccc(N2CCOCC2)cc1)C1(c2ccc(Cl)cc2)CCC1 | 11 | 1 | 2% | 8% | 0% | 12 | 1% | 2 | 1 | 0.2% | 4%
COc1ccc(C(=O)N2CCC(n3nccc3NC(=O)C3CC3)CC2)c(OC)c1OC | -7 | -1 | -9% | 0% | 8% | -2 | 0% | 8 | 2 | -1.1% | 4%
CCc1nnc(NC(=O)CSc2nnc(CSc3nc(C)cc(C)n3)o2)s1 | 5 | 8 | -9% | 11% | 8% | 0 | 3% | 12 | -1 | 0.1% | -6%
O=C(NCc1ccc2c(c1)OCO2)Nc1cccc2ccccc12 | -5 | 11 | 18% | nt | -1% | 3 | 2% | -13 | -22 | 0.2% | 14%
Cn1c(SCC(=O)N2CCOCC2)nnc1-c1ccncc1 | -12 | -5 | -2% | 6% | -1% | 0 | 36% | 0 | 1 | -0.2% | -1%
Cc1cccc(NC(=O)CSc2nnc(C)c(=O)n2N)c1C | 10 | 10 | -1% | 1% | -1% | -3 | -11% | -4 | 5 | -0.6% | 5%
CCc1nc(N)c(C#N)c(-c2ccncc2)c1C | 28 | 13 | 2% | -1% | 0% | 0 | -2% | 30 | 1 | 3.0% | 1%
COc1ccc(C)cc1NC(=O)CN1C(=O)COc2ccc(S(=O)(=O)N3CCOCC3)cc21 | -8 | 5 | nt | 3% | -3% | 8 | 16% | -10 | -2 | -0.4% | 2%
CCC(=O)N1CCc2cc(S(=O)(=O)CCC(=O)NCc3ccc(C)cc3)ccc21 | 0 | 12 | 8%[0.46 µM] | -5% | 5% | 0 | -5% | -11 | 1 | 2.9% | 1%
Cc1ccc(OCC(=O)N/N=C2\CCOc3c(C)cccc32)cc1 | 1 | -11 | -16% | 35%[activator] | 2% | -4 | -2% | -4 | 3 | 0.4% | -7%
Cc1cc(C)c(C#N)c(N2CCN(Cc3ccc4c(c3)OCO4)CC2)n1 | -1 | -39 | 4% | ? | -1% | 15 | 4% | 8 | -1 | 0.0% | 3%
Cn1c(=O)c2[nH]c(-c3cccnc3)nc2n(C)c1=O | -11 | 11 | -5% | 3% | -1% | -13 | 5% | 5 | 2 | 0.5% | 9%
COc1ccc(C)cc1N(C)C(=O)Cc1c(C(=O)O)n(C)c2ccccc12 | 0 | -2 | nt | 8% | -2% | 0 | 10% | 1 | 9 | 0.3% | 2%
CCOc1ccc(OCCCC(=O)N(CC)CC(=O)Nc2c(F)cccc2F)cc1 | -11 | -2 | nt | nt | nt | 2 | nt | -2 | nt | 3.8% | 3%
O=C(COc1ccccc1Cl)N1CCN(C(=O)c2ccco2)CC1 | -15 | 5 | 0% | nt | 1% | 3 | 19% | 12 | nt | -0.6% | -2%
COCC(=O)N1CCN(c2ccc([N+](=O)[O-])cc2)CC1 | -14 | 37 | 0% | 9% | 1% | -2 | 4% | 7 | nt | -0.4% | 3%

Additional records
SMILES | Giardia killer | KCNH2 3.1 inh | PKM2 act | Menin-MLL TR inh | GALK inh | TRPV1 ag | MLL CXXC-DNA inh | hERG WT inh | FBPA coupling cs | B2AR arrestin | USP2a block
COc1ccc(OC)c(NC(=O)N2CCCC(CNS(=O)(=O)c3cccs3)C2)c1 (stereo not given) | -12 | -7 | -4% | ? | 6% | 2 | -4% | -24 | 6 | -0.4% | -1%
CCSc1nc(N2CCOCC2)c2c(c1C#N)CC(C)(C)N(C)C2 | -5 | -11 | 2% | -8% | 1% | 2 | -10% | -3 | -1 | 0.0% | 4%
O=C(NC1CCCC1)C1CCN(S(=O)(=O)c2ccccc2)CC1 | 16 | 14 | nt | -29% | 6% | 5 | -4% | -6 | 0 | 0.0% | 0%
O=C(N/N=C/c1ccccn1)c1c[nH]c2ccccc12 | 9 | 22 | 1% | nt | nt | 1 | -5% | 0 | 3 | -0.5% | 0%
Cc1[nH]c2ccccc2c1C(=O)C(=O)N(C)C1CCCCC1 | 27 | 16 | 5% | 0% | 0% | 13 | 10% | 11 | -1 | -0.1% | -1%
CCCC(=O)NCCc1cc2cc(C)c(C)cc2[nH]c1=O | -12 | 17 | 2% | 1% | 0% | -6 | -7% | -9 | -1 | 0.0% | -2%
CC1CN(C(=O)COC(=O)c2ccc(C#N)cc2)CC(C)O1 (stereo not given) | -16 | -4 | -12% | -8% | -1% | 2 | 0% | 1 | -2 | 0.1% | -1%
CC(C)(C)c1ccc(C(=O)OCC(=O)NC2CC2)cc1 | -13 | -11 | nt | nt | nt | ? | nt | -1 | nt | -1.1% | 2%
COc1ccccc1N1CCN(C(=O)c2c(-c3c(F)cccc3Cl)noc2C)CC1 | 10 | -4 | 1% | -17% | 3% | 13 | 0% | -14 | 3 | -0.3% | 1%
CCN(C(=O)COC(=O)CNS(=O)(=O)c1ccccc1)c1ccccc1 | 18 | -11 | 3% | -18% | 0% | 1 | 6% | -7 | 1 | -0.1% | 2%
CC1CCCN(S(=O)(=O)c2cc(C(=O)NCc3ccco3)ccc2Cl)C1 (stereo not given) | -9 | -14 | nt | nt | nt | nt | nt | 9 | nt | 2.8% | 1%
COc1ccccc1C1C(C(=O)c2cc3ccccc3o2)=C(O)C(=O)N1c1cc(C)on1 (stereo not given) | -18 | -14 | 0% | ? | -1% | -3 | -3% | 2 | 5 | 0.5% | 1%
CN(C)c1ccc(/C=N/c2cc(-c3ccccc3)nn2-c2ccccc2)cc1 | -3 | 8 | -10% | ? | 1% | -2 | 13% | -8 | -5 | 0.0% | 1%
O=C(CCC1CC(=O)Nc2ccccc21)NCc1ccccc1 (stereo not given) | -11 | -2 | -5% | -2% | -1% | 1 | -1% | -2 | -1 | 0.5% | 2%
C/C(=N\NC(=O)c1cc(C)nc2ccccc12)c1ccco1 | 4 | 2 | 1% | -4% | -2% | -1 | -5% | 6 | 0 | 0.0% | 5%
COc1cccc(CNc2nc3nc(C)cc(C)n3n2)c1 | -6 | -4 | -1% | 14% | 2% | 0 | 5% | 4 | -1 | 0.1% | 4%
Cc1ccc(Cl)c(OC(=O)c2ccc(N3CCOCC3)c([N+](=O)[O-])c2)c1 | -9 | 5 | 11% | 4% | -5% | 8 | 11% | 4 | 1 | 0.2% | 0%
COC(=O)[C@H](CC(C)C)NC(=O)Cn1cnc(C(=O)Nc2ccc(C)c(C)c2)n1 | ? | 1 | nt | nt | nt | nt | nt | 7 | nt | -0.2% | 5%
O=C(c1cc(COc2cccc(C(F)(F)F)c2)on1)N1CCSCC1 | -22 | -6 | 2% | 1% | 2% | 81* | 1% | -10 | -2 | 4.3% | 1%
CCCCn1c(N)c(N(CC(C)C)C(=O)CN(C)S(=O)(=O)c2ccc(F)cc2)c(=O)[nH]c1=O | 10 | -3 | nt | nt | nt | -1 | nt | -45 | nt | 0.0% | 0%
